Source: PubChem (several laboratories)
S1P4 antag: human S1P4 receptor antagonism; 220,000 compounds, 0.26% hits; AID 1510; S1P4-expressing cells, antagonist mode, reporter read-out; inhibition, % at 4.98 µM; in the data active = inhibition above about 29%;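 note: 0% = wells stimulated with agonist and 100% = vehicle wells without agonist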
S1P4 agonist: activates the human S1P4 receptor | S1P4-expressing cell line, agonist reporter assay | activation, % at 4.98 µM | 220,000 compounds, 0.35% hits | AID 1509; in the data active = activation above about 11%;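 note: 0% = DMSO vehicle and 100% = reference agonist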
CHOP inh: CHOP inhibition in unfolded protein response; AID 2732; inhibition, % at 10 µM; CHO-K1 CHOP-promoter luciferase, tunicamycin-induced, 15-18 h; 220,000 compounds, 3.8% hits;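 active = compounds that reduced the stress-induced luciferase reporter signal by more than about 70% of percent inhibition, limit read from the data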;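 note: 0% = tunicamycin plus vehicle and 100% = wells without tunicamycin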
p47phox inh: p47phox (human) inhibition; P14598; p47phox/p22phox peptide binding, fluorescence polarization, 2 h; 220,000 compounds, 0.53% hits; AID 1274; inhibition, % at 24.7 µM;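 active = inhibition above about 30%, limit read from the data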;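 note: 0% = p47phox with labelled peptide and 100% = labelled peptide alone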
Ba/F3 V617F tox: reduce viability of Ba/F3 cells dependent on JAK2V617F. Ba/F3 EpoR-JAK2V617F viability, ATP luminescence. inhibition, % at 5.6 µM. 220,000 compounds, 1.1% hits. AID 1446;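 active = inhibition above the campaign mean plus 3 SD over all tested compounds, cut at about 24% in these data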;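 note: cytokine-independent growth of Ba/F3 cells driven by EpoR plus mutant JAK2; 0% = DMSO-treated cells and 100% = JAK inhibitor I control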
NPY2 pot ag: human NPY-Y2 potentiation or agonism, primary screen; cells expressing NPY-Y2, potentiator/agonist read-out; AID 1359; 220,000 compounds, 0.45% hits; activation, % at 3.6 µM; P49146; in the data active = activation above about 27%;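 note: cells stimulated with NPY near EC25 plus isoproterenol at EC100; 0% = vehicle plus submaximal agonist and 100% = vehicle plus saturating agonist; some results beyond the cut were filed as inactive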
Target sequence (P49146 whole entry, looked up): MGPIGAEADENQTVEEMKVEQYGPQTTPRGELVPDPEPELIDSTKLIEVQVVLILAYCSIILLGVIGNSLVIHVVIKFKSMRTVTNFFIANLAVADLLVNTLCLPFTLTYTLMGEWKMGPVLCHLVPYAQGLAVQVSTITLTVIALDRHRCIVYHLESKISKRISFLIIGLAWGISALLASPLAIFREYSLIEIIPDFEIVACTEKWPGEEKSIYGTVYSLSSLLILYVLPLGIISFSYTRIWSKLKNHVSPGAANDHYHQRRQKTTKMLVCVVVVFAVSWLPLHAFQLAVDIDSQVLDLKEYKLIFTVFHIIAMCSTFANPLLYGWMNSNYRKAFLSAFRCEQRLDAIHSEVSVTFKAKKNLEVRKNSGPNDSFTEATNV
NPY-Y1 antag: antagonists of human neuropeptide Y receptor Y1; P25929; HEK293-CNG Y1 cells, membrane potential fluorescence; NPY at EC95, then isoproterenol; inhibition, % at 3.6 µM; 200,000 compounds, 1% hits; AID 1040;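 active = inhibition above the campaign mean inhibition of all tested compounds plus 3 SD, cut at about 20% in these data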;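 note: 0% = DMSO wells given NPY plus isoproterenol and 100% = isoproterenol alone without NPY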
Target sequence (P25929 whole entry, looked up): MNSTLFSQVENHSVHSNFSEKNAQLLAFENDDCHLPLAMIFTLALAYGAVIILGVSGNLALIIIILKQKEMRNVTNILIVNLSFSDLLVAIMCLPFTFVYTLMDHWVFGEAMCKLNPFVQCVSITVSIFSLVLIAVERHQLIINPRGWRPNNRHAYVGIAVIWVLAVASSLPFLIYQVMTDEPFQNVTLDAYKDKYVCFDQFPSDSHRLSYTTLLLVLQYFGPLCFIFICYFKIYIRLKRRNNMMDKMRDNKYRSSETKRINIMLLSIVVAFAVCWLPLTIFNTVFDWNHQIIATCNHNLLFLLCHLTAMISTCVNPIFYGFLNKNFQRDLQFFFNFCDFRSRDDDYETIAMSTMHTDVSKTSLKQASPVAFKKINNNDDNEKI
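Test system – HEK293 Y1/CNG channel cell line · Also added – NPY agonist 25 nM, then isoproterenol 1 µM plus Ro 20-1724 25 µM · Compound dosing – one concentration, 3.6 µM, in 0.4% DMSO · Schedule – compound incubation 1 h at room temperature, readout 45 min post-stimulation · Technique – fluorescence, membrane potential probe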
BaF3 parental: reduces parental Ba/F3 cell viability, JAK2V617F counter-screen; CellTiter-Glo ATP luminescence; inhibition, % at 5.6 µM; 220,000 compounds, 1.1% hits;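 active = inhibition above a per-campaign cutoff, the mean inhibition of all tested compounds plus 3 SD, cut at about 27% in these data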;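 note: 0% = DMSO wells and 100% = JAK Inhibitor I control wells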
NPY-Y1 PAM-ag: potentiates or activates human NPY-Y1 receptor; NPY-Y1 expressing cells, potentiator/agonist activation; activation, % at 3.6 µM; 220,000 compounds, 0.37% hits; in the data active = activation above about 33%, passing the limit was not always enough;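 note: cells stimulated with NPY at EC10 then isoproterenol at EC100; 0% = low agonist plus stimulus and 100% = saturating agonist plus stimulus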
* hit, by the source's call; · = no result given.

SMILES	S1P4 antag	S1P4 agonist	CHOP inh	p47phox inh	Ba/F3 V617F tox	NPY2 pot ag	NPY-Y1 antag	BaF3 parental	NPY-Y1 PAM-ag
CCc1c(C)sc2nc3c(C(=O)N4CCOCC4)cc(C(=O)c4ccccc4O)cn3c(=O)c12	-4	1.2	25	-15	-1	-3	1	1	-10
O=C(Nc1ccc(F)cc1)C1CCCO1 (centres undefined)	12	8.3	11	-4	-3	6	-3	9	17
CC(C)C(=O)Nc1cccc(NC(=S)NC(=O)c2ccc(Cl)cc2)c1	-33	2.8	32	-1	2	9	-6	5	-25
COc1ccc(OC)c(Cc2nnc(CCC(=O)NC3CCCC3)o2)c1	1	0.1	8	0	4	-12	-3	9	1
COc1ccccc1N1CCN(CC(O)COc2ccc3c(C)cc(=O)oc3c2)CC1 (centres undefined)	3	2.8	20	-7	9	-32	14	10	-22
O=C(NCC(c1cccs1)N1CCOCC1)c1cc([N+](=O)[O-])cc([N+](=O)[O-])c1 (centres undefined)	-73	-1.2	-28	-1	-3	-1	9	-1	6
COC(=O)CNc1cccc(C(F)(F)F)c1	-8	0.4	1	-6	0	-3	11	9	5
O=C(Cc1ccc(Br)cc1)N(Cc1ccccc1)c1ccccn1	0	0.6	7	2	5	-12	0	5	-2
CCC(=O)c1ccc2c(c1)OCCO2	-1	-1.9	10	-11	2	-29	·	0	-17
CC1CCC(C(C)C)C(OC(=O)C[n+]2cccc(C(N)=O)c2)C1 (centres undefined)	1	-0.7	11	-19	0	3	-7	8	-10

Next part (5 carried over from the part before).
SMILES	S1P4 antag	S1P4 agonist	CHOP inh	p47phox inh	Ba/F3 V617F tox	NPY2 pot ag	NPY-Y1 antag	BaF3 parental	NPY-Y1 PAM-ag
O=C(NCC(c1cccs1)N1CCOCC1)c1cc([N+](=O)[O-])cc([N+](=O)[O-])c1 (centres undefined)	-73	-1.2	-28	-1	-3	-1	9	-1	6
COC(=O)CNc1cccc(C(F)(F)F)c1	-8	0.4	1	-6	0	-3	11	9	5
O=C(Cc1ccc(Br)cc1)N(Cc1ccccc1)c1ccccn1	0	0.6	7	2	5	-12	0	5	-2
CCC(=O)c1ccc2c(c1)OCCO2	-1	-1.9	10	-11	2	-29	·	0	-17
CC1CCC(C(C)C)C(OC(=O)C[n+]2cccc(C(N)=O)c2)C1 (centres undefined)	1	-0.7	11	-19	0	3	-7	8	-10
C=CCNCc1cccn1-c1sc2c(c1C#N)CCCC2	2	-0.3	28	-19	-3	4	9	0	8
Cc1nnc(NC(=O)CSc2nc(C(C)C)nc3sc(C)c(C)c23)s1	2	2.3	57	-14	2	6	8	3	9
O=C(COC(=O)c1ccccc1OCC(=O)Nc1ccc(Br)cc1)Nc1ccccc1	-12	0.2	-33	3	-1	3	-4	5	-14
O=C(c1ccc(OC2CCN(C(=O)C3CC3)CC2)cc1)N(CCO)Cc1ccccc1	3	0.7	-2	0	-2	5	·	-3	5
O=C(CCS(=O)(=O)c1cccc2nonc12)N1CCN(c2ccc(F)cc2)CC1	-22	0.9	-8	-10	-2	10	8	6	17
O=C(Cn1ccc([N+](=O)[O-])n1)N1CCCCC1	15	-1.7	0	-2	-2	-5	0	43*	12
Cc1nc2ncnn2c(N2CCCC(C(=O)Nc3ccccc3Br)C2)c1C (centres undefined)	-4	-0.3	3	-5	2	-10	-9	7	-11
CS(=O)(=O)c1ccc(S(=O)CC(=O)Oc2ccc(Cl)cc2)c([N+](=O)[O-])c1 (centres undefined)	-19	0.4	108*	8	-3	6	-5	3	8
O=C(CN1CCOCC1)Nc1ncc(Cc2cccc(Cl)c2)s1	-27	0.3	-2	0	-3	3	7	2	3
CC(=O)Nc1ccc(N(C)C)cc1[N+](=O)[O-]	9	-0.6	18	-3	0	2	0	-1	11
COc1ccc(NC(=S)N2CCN(C/C=C/c3ccccc3)CC2)c(OC)c1	-13	-0.2	12	-13	2	8	-6	2	9
Fc1ccc(-c2[nH]ncc2CN2CCN(c3ccc(F)cc3)CC2)cc1	3	-0.8	11	-18	-2	-8	·	-1	13
COC(=O)CNc1nc(Cl)nc(N2CCC(C)CC2)n1	-6	1.2	-4	0	2	-19	·	2	-11
C#CCNC(=O)C1=C[C@H](c2ccccc2)C[C@H](OCCCCO)O1	-6	-0.2	20	-24	-3	6	-1	-8	14
COc1ccc2c(c1)-c1c(sn(-c3ccc(OC)c(OC)c3)c1=S)C(C)(C)N2	-13	1.9	80*	-11	0	38*	-4	1	53*
CCOC(=O)c1c(C)n(C)c2cc(-c3ccc(F)cc3)c(O)cc12	16	0.6	79*	-4	-3	-14	2	0	-6
CCCCNC(=O)c1ccc2nc(-c3ccco3)c(-c3ccco3)nc2c1	13	0.2	-33	-5	-4	-1	-1	1	15
C=CCNc1nc(-c2cccc(OC)c2O)nc2ccccc12	3	-0.4	11	-20	-2	20	-15	3	29
COC(=O)c1ccc2ccn(CC(=O)NC(C)C)c2c1	-6	1.7	15	-13	-4	-2	-6	-1	15
O=C(CN1CCN(S(=O)(=O)c2ccc(Cl)cc2)CC1)Nc1ccc(N2CCOCC2)cc1	-11	1.6	-10	-6	2	11	4	7	16
CCOC(=O)/C(=N\Nc1ccccc1)P(=O)(c1ccccc1)c1ccccc1	5	-2.6	7	-6	4	-8	·	0	-3
COC1(OC)N=C(NC(=O)Nc2ccccc2)C2(C#N)C(c3ccccc3)C12C#N (centres undefined)	5	7.5	·	·	2	1	1	2	10
CCn1c(SCC(=O)N/N=C/c2ccccc2OCC(=O)O)nnc1-c1ccc(C)cc1	12	0.7	4	-11	-1	2	·	-3	21
CC(C)[C@H](NC(=O)Nc1cccc(C(F)(F)F)c1)C(=O)O	-4	1.0	-11	-7	-3	17	5	4	-3
CC(C)(C)OC(=O)C(C(=O)OC(C)(C)C)c1ccc(Cl)nn1	3	-0.8	24	-6	0	-7	1	7	18
CC1(C)OC(=O)N(c2cccnc2)C1(C)O (centres undefined)	-19	3.7	22	3	5	7	4	6	4
Cc1oc(C(C)(C)C)cc1C(=O)N1CCCC1C(=O)O (centres undefined)	-19	3.4	21	-8	3	1	6	1	-6
COC(=O)c1ccc(-c2cc(C(=O)O)c3cc4c(cc3n2)OCCO4)cc1	1	-2.6	·	·	-2	9	4	7	-3
COc1ccc(NC(=O)CN2CCN(Cc3ccc4c(c3)OCO4)CC2)cc1OC	-12	1.5	6	5	-2	7	1	3	3
COc1nc(N2CCOCC2)nc(C)c1[N+](=O)[O-]	-10	1.7	21	-4	2	12	6	7	0
Cn1c(CC(=O)Nc2ccccc2C(F)(F)F)c(Sc2ccccc2)c2ccccc21	-8	0.9	76*	-9	0	7	-3	8	-7
CC(C)(C)C(=O)CSc1nnc(-c2cccs2)n1CC1CCCO1 (centres undefined)	15	-1.4	-17	-7	-2	8	2	1	4
COC(=O)c1cc(Br)c(=O)n(CCN2CCCC2)c1	1	-1.1	19	-18	2	-15	5	9	-7
CC(C)CCn1cnc2c(sc3nc4c(cc32)CSC(C)(C)C4)c1=O	-13	0.0	53	-7	-1	13	0	0	-11
COC(=O)c1[nH]c2ccc(C)cc2c1NC(=O)CCN1CCN(Cc2ccc3c(c2)OCO3)CC1	18	-0.6	12	0	-1	21	6	4	2
CC1(C)CC(=O)C=C(NCCc2c[nH]c3ccccc23)C1	-7	-0.6	17	-23	-3	-4	·	0	4
COc1ccc(/C=C(\C#N)C(=O)N=CN(C)C)cc1	4	8.7	-21	-4	2	1	-2	-1	-1
Cc1cc2cc(CNC(=O)C(C)Oc3ccccc3)ccc2n1C (centres undefined)	-6	0.7	7	-7	3	-5	·	1	-5
CCCCS(=O)CC(COc1ccc(Cl)cc1)OC(=O)c1ccccc1 (centres undefined)	1	-1.2	104*	-6	1	12	4	1	11
N#CC(c1ccc(F)cc1)c1ccc(C(=O)c2ccc(F)cc2)cc1 (centres undefined)	-13	2.4	62	0	0	-16	8	4	-45
C=CCSc1nc(C)c(CC(=O)OCCCC)c(=O)[nH]1	-22	1.2	-6	-11	0	-1	9	1	-9
O=C(CNC(=O)C1CCCCC1)Nc1cc(Cl)ccc1Cl	2	0.3	-5	-7	-3	-4	1	5	21
CCOC(=O)C1=C(C(F)(F)F)Nc2ncnn2C1c1cc(OC)ccc1OC (centres undefined)	0	-0.1	-3	-3	-3	13	-1	-2	-4
O=S(=O)(Nc1nccs1)c1ccc(NCc2cc(Br)cc(Br)c2O)cc1	-3	0.8	6	-23	-1	4	·	0	-5
COc1ccc(OC)c2c(C)cc(N3CCCN(C)CC3)nc12	-2	3.8	9	-9	-1	-1	12	5	5
CCn1c(SCC(=O)N2CCN(c3ccc(F)cc3)CC2)nnc1-c1ccncc1	0	1.6	42	-4	1	5	0	7	-5
O=C(CSc1cccc[n+]1[O-])c1ccc(Cl)s1	-9	0.4	13	4	2	10	1	4	-10
COc1ccccc1CNC(=O)CSc1ccc(-c2cccc([N+](=O)[O-])c2)nn1	-14	-2.5	7	2	8	-7	10	9	-35
CCOC(=O)CCNC(=O)N1CCCC(C(=O)c2cccc(Cl)c2)C1 (centres undefined)	-5	-0.2	31	-3	-3	-6	-1	5	1
Cc1ccsc1/C=N/NC(=O)CC(=O)NCC(C)C	-9	1.0	5	-10	1	6	4	7	19
Further results.
SMILES	S1P4 antag	S1P4 agonist	CHOP inh	p47phox inh	Ba/F3 V617F tox	NPY2 pot ag	NPY-Y1 antag	BaF3 parental	NPY-Y1 PAM-ag
Cn1cnnc1Sc1ccc(C(=O)OCC(=O)NC2CC2)cc1[N+](=O)[O-]	-24	0.8	-24	0	-3	8	-2	4	-5
O=C(NC1CCCC1)C(c1ccc(F)cc1)N(Cc1ccc(F)cc1)C(=O)c1ccn[nH]1 (centres undefined)	-12	-2.3	-6	-7	3	-3	15	8	3
NC(=O)C1CCN(c2nc(-c3ccc(Br)cc3)cs2)CC1	1	2.2	25	-13	0	1	-6	4	10
Cc1cccc(Nc2nc(-c3cccs3)cs2)n1	-16	2.3	21	-12	0	8	-2	4	36
N#CCc1c(C#N)c(N)nc(N2CCN(S(=O)(=O)c3ccccc3)CC2)c1C#N	-5	1.8	2	-25	6	0	-1	7	-23
Cc1sc2nc(C3CC3)nc(N3CCN(S(=O)(=O)c4ccc(F)cc4)CC3)c2c1C	3	-2.7	31	-37	-1	-10	6	2	-20
COc1ccc(-n2c(NCCN(C)C)nc3sc4c(c3c2=O)CCCCC4)cc1	-1	1.0	-8	-12	0	15	1	9	36
COc1ccc(C(=O)NCc2n[nH]c(=S)n2-c2ccccc2)cc1OC	9	0.1	21	2	-1	1	-3	5	-8
O=C(C/C=N/OCc1ccc(Cl)cc1Cl)c1ccc(Cl)cc1	6	0.3	28	-2	-6	6	3	-3	3
Cc1c(C2OC(=O)C3(CCCCC3)C(=O)C2(C)C)c(=O)n(-c2ccccc2)n1C (centres undefined)	-1	-1.4	15	-13	-5	7	-1	2	-11
O=C(Cc1ccccc1)NNc1c2ccccc2nc2ccccc12	-20	1.3	42	-1	0	19	-2	4	23
CCOC(=O)c1sc(=S)n(CC)c1NC(=O)C1CC1	-16	-0.1	5	-2	2	4	-2	3	-11
O=C(CSc1nnnn1C1CCCC1)N1CCOCC1	0	-0.1	-7	0	4	-9	10	8	-10
O=C1[C@H](CC[C@H](O)c2ccc(F)cc2)[C@@H](c2ccc(O)cc2)N1c1ccc(F)cc1	3	0.6	19	-6	9	10	-9	-1	12
Cc1cccc(C2c3[nH]c4ccccc4c3CCN2C(=O)c2ocnc2C)n1 (centres undefined)	-7	3.8	4	-5	4	-2	3	7	-1
CCC(=O)Nc1c(OC(=O)CC)ccc2c(C)cc(=O)oc12	-22	2.6	34	-10	-4	4	3	2	3
